PHOSPHO1 inh: PubChem AID 1565; Phosphoethanolamine/phosphocholine phosphatase (Homo sapiens), Q8TCT1; recombinant PHOSPHO1, absorbance phosphatase assay; inhibition, % at 13.3 µM; hit rate 1.1% among 290,000; in the data active means inhibition above about 60%
Target sequence (Q8TCT1 whole entry, looked up): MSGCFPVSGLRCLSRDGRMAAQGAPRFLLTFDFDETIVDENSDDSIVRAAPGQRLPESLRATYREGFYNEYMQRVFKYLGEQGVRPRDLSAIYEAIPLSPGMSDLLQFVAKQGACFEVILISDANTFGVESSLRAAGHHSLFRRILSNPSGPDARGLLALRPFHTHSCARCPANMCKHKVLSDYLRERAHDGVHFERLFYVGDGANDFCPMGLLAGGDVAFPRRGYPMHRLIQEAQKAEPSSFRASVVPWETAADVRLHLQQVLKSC
VIM-2 inhibitor: VIM-2 metallo-beta-lactamase inhibitors, primary screen, biochemical, epi-absorbance readout, Pseudomonas aeruginosa enzyme. hit rate 0.89% among 290,000. inhibition, % at 5.6 µM. purified VIM-2, nitrocefin hydrolysis, epi-absorbance fluorescence;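 active means inhibition above the mean of all tested compounds plus 3 SD, cutoff set per screening run, cut at about 7.5% in these data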;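 further: red hydrolysis product quenches plate fluorescence so inhibitors raise well fluorescence; 0% = enzyme with DMSO and 100% = DMSO without enzyme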
IDE cell activ: human IDE activators in live cells, primary screen, fluorescence polarization, HEK cells, FAbeta-B substrate. hit rate 0.073% among 340,000. Insulin-degrading enzyme (Homo sapiens), P14735. FAbeta-B cleavage; 0% vehicle, 100% cell-free pure enzyme wells. activation, % at 5.96 µM;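 active means activation above the mean of all tested compounds plus 3 SD, set per screening campaign, cut at about 17% in these data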
IMP-1 inh: IMP-1 metallo-beta-lactamase inhibitors, primary screen, biochemical, epi-absorbance readout, Pseudomonas aeruginosa enzyme | inhibition, % at 5.6 µM | metallo-beta-lactamase IMP-1 (Pseudomonas aeruginosa) | purified IMP-1, nitrocefin hydrolysis, epi-absorbance fluorescence | hit rate 0.45% among 290,000;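 active means inhibition above the mean plus 3 SD of all compounds in the same screening run, cut at about 4.5% in these data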;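 further: 0% = IMP-1 with DMSO and 100% = DMSO wells lacking enzyme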
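system = purified recombinant IMP-1 beta-lactamase | amount = 0.2 nM IMP-1, as dispensed | medium = HEPES buffer pH 7.1 with ZnSO4 and Brij 35 | times = 25 °C, 15 min preincubation, 25 min reaction | detection = plate fluorescence quenching by hydrolysis product, ex 480/em 530 nm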
UBC9 SUMO inh: inhibitors of in vitro SUMOylation cascade, primary screen, biochemical, HTRF, uHTS; SUMO-conjugating enzyme UBC9 (Homo sapiens), P63279; HTRF SUMOylation assay, SAE1/SAE2 + UBC9; inhibition, % at 35 µM; hit rate 0.36% among 290,000; in the data active means inhibition above about 50%, passing the limit was not always enough; further: strong numbers were not always called active
Target sequence (P63279 whole entry, looked up): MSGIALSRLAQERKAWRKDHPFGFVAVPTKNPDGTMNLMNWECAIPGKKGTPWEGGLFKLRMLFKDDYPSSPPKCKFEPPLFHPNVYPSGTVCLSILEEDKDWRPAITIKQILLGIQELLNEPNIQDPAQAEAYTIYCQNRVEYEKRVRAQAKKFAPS
MEKK3 PB1 HTS: modulators of MEKK3-MEK5 PB1 binding, primary screen, biochemical, wildtype MEKK3, multiplex bead flow cytometry, Alexa488-MEK5. bead-based flow cytometry, Alexa488-MEK5 binding to MEKK3; actives lie on both sides; 0 = blocked by unlabeled MEK5, 100 = vehicle. AID 1529, 2009. binding response (% of control), % at 10 µM. hit rate 1.4% among 290,000. Mitogen-activated protein kinase kinase kinase 3 (Homo sapiens), Q99759;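 active means binding response more than 3 SD above or below the average of its plate-row segment, actives on both sides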;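 further: Alexa488 bead fluorescence after subtracting the streptavidin-only scavenger bead signal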
Target sequence (Q99759 whole entry, looked up): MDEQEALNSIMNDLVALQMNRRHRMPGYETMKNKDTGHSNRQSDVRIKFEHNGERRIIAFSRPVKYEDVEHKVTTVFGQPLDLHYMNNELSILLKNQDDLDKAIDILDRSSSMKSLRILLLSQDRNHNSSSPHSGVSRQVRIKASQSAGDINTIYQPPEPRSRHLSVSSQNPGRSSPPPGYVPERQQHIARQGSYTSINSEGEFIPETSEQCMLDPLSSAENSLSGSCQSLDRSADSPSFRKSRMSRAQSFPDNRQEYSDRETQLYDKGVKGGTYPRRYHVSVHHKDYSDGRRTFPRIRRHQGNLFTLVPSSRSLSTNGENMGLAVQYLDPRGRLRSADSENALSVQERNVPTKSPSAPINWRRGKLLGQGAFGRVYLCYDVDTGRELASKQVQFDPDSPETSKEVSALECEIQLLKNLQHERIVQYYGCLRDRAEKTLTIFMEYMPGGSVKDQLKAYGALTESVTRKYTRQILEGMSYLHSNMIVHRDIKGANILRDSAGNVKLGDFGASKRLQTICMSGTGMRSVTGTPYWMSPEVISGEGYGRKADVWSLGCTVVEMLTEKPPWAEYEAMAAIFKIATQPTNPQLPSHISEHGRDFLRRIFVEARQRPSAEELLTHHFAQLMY
pCIP destab: p/CIP-EGFP fusion destabilizers, primary screen, fluorescence, F442A cells; Q05BA5; 16 h; decrease of EGFP signal, % at 10 µM; hit rate 0.01% among 290,000; AID 1984, 2009;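 active means EGFP signal decrease of at least 30% at 10 µM or well 3 SD below plate mean, unless failing retest; inactive means the rest, including hits failing retest or dose response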; further: some compounds called inactive have numbers as strong as hits; many of its hits are not listed in these tables
DNA FID counter: compounds displacing fluorescent DNA intercalator, primary screen, artefact control for HCV NS3 helicase inhibitor project, biochemical, FID fluorescence | inhibition, % at 7.9 µM | DNA fluorescent intercalator displacement | hit rate 0.17% among 290,000; in the data active means inhibition above about 37%;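 further: 0% = vehicle and 100% = reference compound; higher means more ethidium bromide displaced from hairpin DNA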
HCV NS3 hel inh: inhibitors of HCV NS3 helicase, primary screen, biochemical, Cy5 molecular beacon fluorescence | NS3 helicase DNA unwinding | inhibition, % at 10.9 µM | hit rate 0.56% among 290,000;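 active means inhibition above the mean of all tested compounds plus 3 SD, set per campaign, cut at about 35% in these data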;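 further: 0% = DMSO wells and 100% = thioflavine S control wells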
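System: NS3 helicase fragment of HCV / Schedule: 1 h at 25 °C / Control set: DMSO alone as 0% and 110 µM thioflavine S as 100% / Reagent: Cy5/quencher beacon DNA duplex and ATP to start / Technique: Cy5 fluorescence / Replication: singlicate / Evaluation: % inhibition of end-to-start signal ratio versus controls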
The depositor's hits bear a star; / = no result given. Some of the compounds tested; rates above refer to the full screens.

SMILES	PHOSPHO1 inh	VIM-2 inhibitor	IDE cell activ	IMP-1 inh	UBC9 SUMO inh	MEKK3 PB1 HTS	pCIP destab	DNA FID counter	HCV NS3 hel inh
COc1cc(OC)c(C(=O)N/N=C/c2ccoc2)cc1OC	16.2	1.7	-0.4	0.3	-8.5	95.0	5.8	-9.4	19.2
Cc1nnc2c3ccccc3c(-c3cccc4ccccc34)nn12	-112.6	2.4	-0.8	-4.7	5.4	96.0	2.8	-6.2	-1.0
Oc1ccc(Cl)cc1C(C#Cc1ccccc1)N1CCOCC1 (stereo not given)	0.1	-1.6	0.7	-2.9	-22.1	105.0	-10.3	-4.9	15.3
CCc1cc(=O)oc2cc(C)cc(OCC(C)=O)c12	15.7	-0.1	/	-3.4	18.7	102.0	-7.0	-4.8	-10.6
Cn1c(=O)n(Cc2ccc(Br)cc2)c2ccccc21	49.0	-3.4	0.9	-5.2	-8.5	100.0	-25.9	-25.4	9.5
Cc1ccc(O)c(C(=O)c2cnn(C(=O)Cc3csc(C)n3)c2)c1	2.7	-2.1	3.1	-5.2	14.1	106.0	-2.4	-3.4	-0.3
COc1ccc(OCC(=O)Nc2ccc3oc(=O)ccc3c2)cc1	25.0	-2.9	3.7	-3.0	23.7	103.0	-23.2	-27.4	21.7
N/C(=N\OC(=O)c1ccc2c(c1)OCO2)c1cccc([N+](=O)[O-])c1	54.2	-3.2	1.0	-2.1	1.8	106.0	-14.2	2.5	-3.5
CN(C)C(CNC(=O)c1cccc(S(=O)(=O)N2CC3(C)CC2CC(C)(C)C3)c1)c1ccco1 (stereo not given)	0.7	-4.0	2.7	-3.8	-15.4	85.0	0.4	12.7	-37.7
Cc1nc(-c2cc(-c3nc(-c4cc(C(F)(F)F)cc(C(F)(F)F)c4)no3)no2)cs1	32.7	-2.4	/	-0.2	12.2	102.0	-0.3	-0.9	6.1
Nn1c(SCC(=O)N2CCCc3ccccc32)nnc1-c1ccccc1	-17.5	-4.8	0.3	-1.1	0.7	89.0	-3.2	-11.6	8.3
CCOC(=O)c1sc(=S)n(-c2ccc(Cl)cc2)c1C	1.1	-0.8	0.6	0.8	-3.7	106.0	-2.5	-5.1	-7.1
CCc1ccc(S(=O)(=O)Nc2ccc(O)c3c(=O)cc(-c4ccccc4Cl)oc23)cc1	35.7	/	2.9	/	0.6	94.0	2.0	/	/
CC(C)NC(=O)Cn1cnc2c(cnn2-c2ccc(F)cc2)c1=O	/	-0.2	-2.7	-1.2	5.9	105.0	-5.1	-2.2	-0.6
Nc1c(S(=O)(=O)c2cc(Cl)ccc2Cl)c2nc3ccccc3nc2n1CCN1CCOCC1	-1.3	-5.2	1.3	-0.2	6.9	103.0	-10.6	-1.9	-3.7
O=c1oc2ccccc2cc1-c1csc(Nc2ccc(O)cc2)n1	-18.3	-0.2	0.0	-2.6	7.7	98.0	-5.4	10.1	-4.8
C/C(=C\c1ccccc1)CN1CCN(c2cccc(Cl)c2)CC1	52.9	-2.4	5.3	-2.5	6.6	104.0	-4.5	-0.8	-20.2
O=C(O)c1ccc(CSc2nnc(COc3ccc(Cl)cc3Cl)o2)cc1	26.6	/	0.8	/	-9.6	106.0	-10.8	/	/
C=CCN(C(=O)c1csnn1)C(C(=O)NC1CCCCC1)c1ccc(Cl)cc1 (stereo not given)	17.4	-1.9	4.8	-0.2	14.0	98.0	-3.7	-36.1	2.8
O=C(NCCCCCNC(=O)c1cccnc1)c1cccnc1	1.8	-3.1	-2.4	-0.7	13.0	101.0	-3.4	-2.2	-19.0
COCCN(CCOC)C(=O)c1cc2sc3ccccc3c2s1	-6.8	-2.0	-2.4	-2.9	17.5	100.0	-28.4	-18.4	-12.3
COc1cccc(-n2nnc3c(=O)n(CC(=O)N4CCCc5ccccc54)cnc32)c1	8.5	-0.5	7.6	0.1	20.6	99.0	1.7	3.9	-1.2
O=C(c1ccc2c(c1)OCO2)n1nnc2ccccc21	11.0	0.1	/	-1.7	2.8	106.0	-6.2	2.4	-5.9
COc1cccc(-n2nnc3c(=O)n(CC(=O)Nc4cc(C)on4)cnc32)c1	-12.3	-3.2	-0.8	-2.8	1.0	103.0	-8.6	1.9	-1.1
C=CCn1c(SCC(=O)NCCO)nc2sc(C)c(C)c2c1=O	-9.7	5.1	2.6	0.3	5.4	94.0	-0.4	-2.0	-4.9
C=CCOc1ccccc1CN1CCC(Oc2ccc(C(=O)N3CCCC3)cc2)CC1	7.9	-2.6	3.5	-2.3	-6.6	98.0	1.3	11.6	0.6
O=C(NCc1cccnc1)NC(=O)c1ccc(Cl)cc1	23.8	0.3	0.1	-2.1	7.5	103.0	5.8	-9.3	3.8
O=C1C(=O)N(CCCN2CCOCC2)C(c2ccc(F)cc2)/C1=C(/O)c1ccccc1 (stereo not given)	14.0	2.1	2.2	-0.3	7.5	87.0	-9.2	-8.4	7.2
O=C(NC(=O)c1ccc(Cl)cc1)Nc1ccc(-c2cnco2)cc1	-15.8	-2.0	/	-3.0	22.1	98.0	-7.6	-3.0	-19.4
CCOc1ccccc1NC(=S)NCc1ccccc1	30.2	-1.4	-2.2	-2.5	4.9	105.0	-3.7	-7.8	0.5
O=C(NCCCN1CCCCCC1)c1ccc2c(c1)NC(=O)C(N1CCOCC1)S2 (stereo not given)	-0.6	0.7	6.8	-1.2	-1.6	102.0	-4.0	0.9	-13.9
CC1=C(c2ccccc2)[N+](=O)C2(CCCCC2)N1[O-]	4.2	-1.8	3.2	-1.3	-12.0	113.0	12.2	0.6	-2.5
NNC(=O)c1cncn1-c1ccc(F)cc1	37.3	-4.9	6.4	-2.9	10.1	99.0	-5.1	-17.6	-5.2
O=C(COC(=O)c1cccc(S(=O)(=O)N2CCOCC2)c1)Nc1ncc(C(F)(F)F)cc1Cl	14.1	0.3	0.6	-5.4	-1.3	102.0	-2.2	-15.8	1.2
COC(=O)c1ccc(NC(=O)COc2ccccc2OC)cc1	6.2	-1.1	0.6	-2.1	19.5	102.0	3.1	-14.8	-9.7
COC(=O)c1ccc(CSc2nc3ccccc3s2)o1	38.1	-6.0	-2.6	-7.0	-20.2	77.0	0.4	-24.4	-12.1
Cc1occc1C(=O)NNC(=O)c1ccccc1F	7.3	-0.6	3.7	-1.3	5.9	97.0	-5.8	-10.2	2.2
O=C(Nc1ccc(F)cc1)c1cc(-c2ccccn2)nc2c(Cl)cccc12	23.8	-0.4	5.1	-0.5	-2.0	102.0	7.6	-6.5	-2.4
O=C1CCCN1CCCNc1nc2c(S(=O)(=O)c3ccc(Br)cc3)nnn2c2ccccc12	38.5	-0.8	1.1	-1.6	-2.7	97.0	8.8	-14.6	4.0
O=C(Nc1nnc(-c2ccccc2)s1)c1cccc(S(=O)(=O)N2CCOCC2)c1	0.5	0.6	1.4	-0.3	18.0	101.0	4.4	0.2	-3.9
CC12CCC(C(=O)NCCCN3CCOCC3)(C(Br)C1=O)C2(C)C (stereo not given)	20.0	0.7	1.7	-1.7	26.2	101.0	-8.5	-1.2	-6.0
COc1ccc(N2CC(C(=O)Nc3c4c(nn3-c3ccc(OC)cc3)CS(=O)(=O)C4)CC2=O)cc1 (stereo not given)	19.0	-3.0	4.4	-3.8	5.5	102.0	13.3	-27.4	-1.4
COC(=O)c1ccc(NC(=S)N2CCN(C(=O)c3ccco3)CC2)cc1	-54.1	0.8	-2.8	-3.8	-6.9	97.0	1.0	-19.6	-0.5
O=C(OCC(=O)c1ccccc1Br)c1ccccn1	0.1	2.0	-1.8	-1.6	-1.2	109.0	-5.4	1.3	7.7
Cc1nc(C)c(-c2ccn(S(=O)(=O)c3ccc(Cl)cc3)n2)o1	12.2	1.1	0.2	-0.3	-6.4	95.0	0.4	-27.6	13.4
N#C/C(=C\c1ccc(Cl)s1)C(=O)N1CCN(c2ccccc2)CC1	-5.7	0.1	-4.7	-0.4	1.8	93.0	-1.4	-2.8	-12.3
CCOc1cc(N2CCOCC2)c(OCC)cc1NC(=O)c1ccc(OC(C)C)cc1	16.3	-1.4	3.7	-2.3	10.7	97.0	-14.3	-3.1	-3.9
C/C(N)=C(/C#N)C(=O)COC(=O)C(c1ccccc1)c1ccccc1	37.9	-1.9	4.0	-4.3	-16.2	97.0	7.2	-8.8	-15.2
Cc1nc(CS(=O)c2ccc(Cl)cc2)cc(N2CCOCC2)n1 (stereo not given)	20.6	-2.4	1.2	-2.3	-9.7	103.0	1.8	-6.6	1.9
COc1ccc(/C=C/C(=O)NCC(=O)N/N=C(/C)c2ccc(Cl)cc2)cc1	-1.1	0.4	0.8	-1.3	23.1	98.0	-3.5	-16.6	-11.6
O=S1(=O)CCO[C@H]2Cc3ccccc3[C@H]2N1Cc1cccc(C(F)(F)F)c1	4.0	0.2	-4.3	-1.5	-10.7	109.0	2.6	-21.2	-13.9
O=C(c1ccccc1)[C@H]1CC=CC[C@H]1C(=O)O	3.5	-1.6	-1.3	-3.0	-5.6	108.0	0.9	4.7	-4.1
N/C(=N\OC(=O)Cc1ccccc1)c1ccccn1	15.9	-2.9	-0.9	-4.3	-20.9	110.0	-0.7	-1.3	2.8
CCc1cccc(C)c1NC(=O)CN(C)S(=O)(=O)c1ccc(-c2ccc(=O)[nH]n2)s1	49.6	-0.9	1.2	-1.8	3.1	101.0	9.3	-26.6	12.7
Fc1ccc(NC(=S)Nc2cccnc2)cc1	17.0	-1.6	2.6	-3.2	20.1	87.0	-9.7	-1.5	-5.0
CC1=NN(c2ccc(Br)cc2)C(=O)/C1=C/c1ccc(-c2ccccc2C(=O)O)o1	-2.4	-2.4	2.3	-3.7	19.3	101.0	-9.2	7.6	4.2
O=C1c2ccccc2C(=O)N1Cc1nc(-c2cccnc2)no1	/	-2.3	/	-1.1	/	/	/	-9.2	-0.6
CC1(C)Cc2nc3[nH]c(=S)n(-c4ccccc4)c(=O)c3cc2CO1	/	-6.5	10.3	-1.8	/	99.0	/	-5.4	1.5
CCN(CC)S(=O)(=O)c1ccc(N2CCCC2)c(NS(=O)(=O)c2ccccc2)c1	4.1	-1.2	-2.5	-1.8	0.7	92.0	0.7	-19.1	-2.3

Record cards, from the list above:
CC1=NN(c2ccc(Br)cc2)C(=O)/C1=C/c1ccc(-c2ccccc2C(=O)O)o1 in the list: PHOSPHO1 inh = -2.4; VIM-2 inhibitor = -2.4; IDE cell activ = 2.3; IMP-1 inh = -3.7; UBC9 SUMO inh = 19.3; MEKK3 PB1 HTS = 101.0; pCIP destab = -9.2; DNA FID counter = 7.6; HCV NS3 hel inh = 4.2
O=S1(=O)CCO[C@H]2Cc3ccccc3[C@H]2N1Cc1cccc(C(F)(F)F)c1 in the list: PHOSPHO1 inh = 4.0; VIM-2 inhibitor = 0.2; IDE cell activ = -4.3; IMP-1 inh = -1.5; UBC9 SUMO inh = -10.7; MEKK3 PB1 HTS = 109.0; pCIP destab = 2.6; DNA FID counter = -21.2; HCV NS3 hel inh = -13.9
